LAP4 TOR yeast = modulators of LAP4-GFP expression in yeast, primary screen, S. cerevisiae, multiplex flow cytometry, MLPCN library; AID 2023, 2009; GFP response vs DMSO, % at 10 µM; hit rate 0.34% among 320,000; 3 h; median GFP as percent of DMSO wells;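 active = GFP response vs DMSO above a set limit, about the screen mean plus 3 SD, cut at about 150% in these data; inconclusive = under 70 cell events counted for the yeast strain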
VLA-4 inh = inhibition in human VLA-4 binding assay, primary screen, VLA-4 allosteric modulator project, MLPCN library, flow cytometry, VLA-4 expressing cells; inhibition, % (about 7 µM as worked out from the volumes in the protocol); hit rate 0.2% among 330,000; ligand binding flow cytometry; Integrin alpha-4 (Homo sapiens), P13612; in the data active = inhibition above about 50%
Target sequence (P13612 whole entry, looked up): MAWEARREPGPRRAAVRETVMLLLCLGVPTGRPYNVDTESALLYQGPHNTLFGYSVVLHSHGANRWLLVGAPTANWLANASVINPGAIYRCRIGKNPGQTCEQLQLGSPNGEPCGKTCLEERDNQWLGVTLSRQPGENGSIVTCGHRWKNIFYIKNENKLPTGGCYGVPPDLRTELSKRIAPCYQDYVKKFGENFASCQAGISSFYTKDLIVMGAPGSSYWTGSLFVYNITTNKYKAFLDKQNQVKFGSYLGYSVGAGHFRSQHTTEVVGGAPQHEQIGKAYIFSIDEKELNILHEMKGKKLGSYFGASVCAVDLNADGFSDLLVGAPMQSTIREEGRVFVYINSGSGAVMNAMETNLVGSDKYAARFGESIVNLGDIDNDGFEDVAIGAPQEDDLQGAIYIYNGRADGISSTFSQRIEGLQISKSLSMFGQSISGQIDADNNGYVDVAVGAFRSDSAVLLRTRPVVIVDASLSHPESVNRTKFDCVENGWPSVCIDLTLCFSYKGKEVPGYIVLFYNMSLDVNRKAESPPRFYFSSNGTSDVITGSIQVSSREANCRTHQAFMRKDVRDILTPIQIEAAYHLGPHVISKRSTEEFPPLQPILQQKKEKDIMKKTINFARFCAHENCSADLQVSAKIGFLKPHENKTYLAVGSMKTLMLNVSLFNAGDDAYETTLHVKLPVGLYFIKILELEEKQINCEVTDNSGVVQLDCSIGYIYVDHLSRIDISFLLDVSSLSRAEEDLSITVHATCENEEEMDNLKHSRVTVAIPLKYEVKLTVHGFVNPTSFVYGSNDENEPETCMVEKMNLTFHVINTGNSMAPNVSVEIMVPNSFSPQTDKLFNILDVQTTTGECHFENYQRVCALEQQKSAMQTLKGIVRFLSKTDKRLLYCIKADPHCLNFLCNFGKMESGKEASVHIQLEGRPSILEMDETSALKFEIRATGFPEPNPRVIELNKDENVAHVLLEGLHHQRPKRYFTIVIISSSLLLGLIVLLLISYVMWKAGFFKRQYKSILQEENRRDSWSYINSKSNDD
RPL19A TOR yeast = RPL19A-GFP expression modulators in yeast, primary screen, cell-based, S. cerevisiae, multiplex flow cytometry, MLPCN; S. cerevisiae RPL19A-GFP strain, 3 h; active compounds read low; percent response vs DMSO, % at 10 µM; hit rate 0.3% among 330,000;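 active = percent response vs DMSO below 50%; inconclusive = fewer than 70 events counted for the yeast strain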;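 also: median channel GFP fluorescence of the barcoded RPL19A-GFP strain; ratio of sample median GFP to plate DMSO average so 100% = DMSO; lower means less RPL19A-GFP as with rapamycin TOR inhibition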
CIT2-GFP yeast = modulators of CIT2-GFP expression in yeast, primary screen, S. cerevisiae, GFP fusion, multiplex flow cytometry, MLPCN library; hit rate 0.065% among 320,000; S. cerevisiae CIT2-GFP strain, 3 h; 100 means same as DMSO wells; GFP response vs DMSO, % at 10 µM;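 active = GFP response relative to DMSO above a set limit, near the screen mean plus 3 SD, cut at about 150% in these data; inconclusive = Fewer than 70 cells measured for a yeast strain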;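 also: ratio of well median GFP fluorescence to mean of DMSO wells on the plate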
AGP1 TOR yeast = modulators of AGP1-GFP expression in yeast TOR pathway, primary screen, cell-based, multiplex flow cytometry, S. cerevisiae, MLPCN library; GFP response vs DMSO, % at 10 µM; AID 2066, 2009; hit rate 0.02% among 320,000; 3 h; GFP as percent of DMSO wells;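 active = GFP response relative to DMSO above a set limit, near screen average plus 3 SD, cut at about 150% in these data; inconclusive = fewer than 70 cells counted for the yeast strain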;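 also: median GFP channel fluorescence of the gated AGP1 strain per well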
CR mimetic SO = reduction of superoxide in aged yeast, primary screen, HTS | S. cerevisiae aged cells, superoxide DHE fluorescence; active compounds read low | superoxide response (% of plate mean), % at 10 µM | hit rate 0.18% among 330,000 | AID 2690, 2010;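 active = superoxide response under a set limit, about three screen SD below normal, cut at about 65% in these data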;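 also: yeast aged for seven days with compound at 30 °C before DHE staining; 100% = average MFI of all compound-treated wells on the plate with controls excluded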
GRK2 inh = compounds blocking aptamer binding on GRK2 – biochemical, human GRK2, bead flow cytometry, HTS, primary screen. Beta-adrenergic receptor kinase 1 (Homo sapiens), P25098. FAM-aptamer displacement from GRK2. inhibition of aptamer binding, % at 10 µM. hit rate 0.59% among 330,000;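 active = inhibition of aptamer binding above 40%, roughly 3 SD of noise, on plates passing a quality check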;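 also: median bead fluorescence of bound FAM aptamer so fluorescent compounds give negative values; no value below 0 was filed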
MEP2 TOR yeast = modulators of MEP2-GFP levels in yeast, primary screen, S. cerevisiae, multiplex flow cytometry, MLPCN library; S. cerevisiae MEP2-GFP strain, 3 h; 100% = DMSO control level; GFP response vs DMSO, % at 10 µM; hit rate 0.51% among 330,000;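 active = GFP response versus DMSO above a set limit, roughly screen mean plus 3 SD, cut at about 180% in these data; inconclusive = fewer than 70 cells counted for a yeast strain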;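 also: median GFP fluorescence of the barcode-gated MEP2-GFP cells per well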
* = called active by the depositor; u = inconclusive; x = no result given; [ ] = remark or other dose.

SMILES	LAP4 TOR yeast	VLA-4 inh	RPL19A TOR yeast	CIT2-GFP yeast	AGP1 TOR yeast	CR mimetic SO	GRK2 inh	MEP2 TOR yeast
CCN1CCN(CCCNc2ncnc3nc[nH]c23)CC1	94.7	-1.7	105.7	109.9	106.6	86.0	0.0	93.0
Cc1nc(N)sc1-c1csc(NCc2ccccc2)n1	100.1	-15.2	102.1	98.7	105.1	97.6	0.0	100.5
COc1ccc(NC(=O)c2c(-c3ccccc3Cl)noc2C)c(OC)c1	101.2	2.9	95.3	92.4	94.0	91.9	0.0	94.0
CCN(CC)C(C)C(=O)NCC1(c2ccccc2)CCOCC1 (stereo not drawn)	93.4	15.6	92.8	92.2	91.3	103.1	0.0	95.6
COC(=O)c1ccccc1OCCCOc1ccc(C)cc1OC	99.5	0.0	99.2	94.4	101.4	105.3	8.0	102.4
CCC(C)NC(=O)Cn1c(=O)n(-c2ccc(OC)cc2)c(=O)c2ccc(C(=O)NCc3ccc(C)cc3)cc21 (stereo not drawn)	96.4	-1.4	102.0	99.2	100.0	129.5	0.0	97.7
Cc1nc(C)c(-c2csc(Nc3cccnc3)n2)s1	101.0	-2.2	94.4	88.9	92.5	99.7	0.0	99.8
CC(c1c(O)c2ccccc2[nH]c1=O)C1(C)CCC(O)C(C)(C)O1 (stereo not drawn)	103.4	-8.8	105.9	111.1	108.2	73.0	3.0	109.4
CC(=O)c1cnc2nc(C(F)(F)F)nn2c1C	95.2	9.8	95.7	93.4	92.5	101.8	0.0	103.8
Cc1ccc2nc(-c3ccccc3)c(CN3CCSCC3)n2c1	82.1	1.6	103.4	108.4	97.0	90.1	5.0	106.5
Cc1cccc(NC(=O)N[C@@H](C)C(=O)O)c1	106.5	-0.9	104.4	108.8	110.1	121.0	4.0	106.4
CCCCn1c(=O)[nH]c(=O)c2c1nc(-c1ccc(-c3ccccc3)cc1)n2C	100.7	0.3	103.3	101.6	99.5	96.9	3.0	106.5
NC(=O)C(=O)NN=C1C2CC3CC(C2)CC1C3	94.1	7.9	98.2	97.4	98.8	89.6	0.0	92.6
O=C(NCCC1=CCCCC1)C1CC(=O)N(C2CCCCCC2)C1 (stereo not drawn)	95.2	8.6	98.8	97.6	98.5	83.8	0.0	99.5
Cc1ccc(NC(=S)NCCSc2ccc(Cl)cc2)cc1	102.8	9.8	94.2	95.7	90.4	98.4	0.0	101.3
O=C(NC(=O)c1ccccc1)NC(=O)c1ccccc1	111.0	-1.7	104.3	110.2	102.8	100.3	1.0	109.5
C=C(C)CNC(=O)c1ccc(OC2CCN(S(=O)(=O)N(C)C)CC2)cc1	109.8	7.0	94.2	82.5	92.1	105.6	1.0	100.0
Cc1ccc(S(=O)(=O)N[C@@H](CC(C)C)C(=O)N2CCC(C(=O)N[C@H](C(=O)O)C(C)C)CC2)cc1	103.9	8.3	97.8	96.2	99.8	108.3	3.0	96.1
Cc1ccnc(N/C=C(\C#N)c2nc(-c3cccc(Br)c3)cs2)c1	122.5	-339.8	90.0	84.4	76.9	84.3	1.0	114.9
Cc1ccc(-c2ccc(CCC(=O)O)n2C(C)C)cc1	119.2	-6.7	96.5	86.1	91.7	90.3	1.0	99.8
Nc1cccc(Nc2ccccc2)c1	97.3	-16.2	96.3	103.3	97.2	95.2	2.0	105.2
O=C(N/N=C/c1c(F)c(F)c(F)c(F)c1F)c1cccc(S(=O)(=O)N2CCOCC2)c1	127.5	-5.6	95.6	89.8	104.9	93.4	0.0	117.5
COc1ccc(C(=O)Nc2cc(C(F)(F)F)ccc2-n2cncn2)cc1	u	-0.5	53.8[may fluoresce violet]	u	u	102.6	4.0	170.8[may fluoresce violet]
COc1cc(CCC(=O)OCC(=O)NCCc2ccc(S(N)(=O)=O)cc2)cc(OC)c1OC	89.2	-0.8	102.2	101.7	95.7	110.4	1.0	105.0
O=C(N/N=C/c1cccs1)C(=O)Nc1cccc(Cl)c1	95.9	7.4	110.3	104.8	103.5	84.7	0.0	105.4
COc1cc2c(cc1OC)C1(CCCC1)CNC2C (stereo not drawn)	98.7	12.7	96.7	95.9	96.6	93.0	0.0	100.2
Cc1cnc(NC(=O)/C=C/c2ccc(Br)o2)s1	107.4	1.6	98.3	98.1	104.2	106.7	0.0	96.6
COc1ccc(C2=NS(=O)(=O)N(C)C(C(=O)N3CCC(C)CC3)=C2)cc1	125.7	3.5	98.4	111.2	104.2	86.0	1.0	105.4
CCN(CC)S(=O)(=O)c1cc(NC(=O)COC(=O)c2ccc(NC(=O)CC#N)cc2)ccc1C	101.2	12.3	94.5	94.1	98.6	111.8	1.0	96.6
CC(=O)c1ccc(NC(=S)Nc2cccc3ccccc23)cc1	87.1	6.0	102.0	90.9	83.8	89.9	0.0	94.0
Cc1onc(-c2ccccc2Cl)c1C(=O)Nc1ccccc1O	99.7	0.9	104.2	104.6	99.1	106.6	0.0	104.2
CCc1ccc(/C=N/NC(=O)Cc2cccn2C)cc1	112.3	19.0	101.6	96.9	104.8	103.2	0.0	94.5
CCCCN1CCc2c([nH]c3ccccc23)C1=O	117.6	0.4	102.3	111.1	105.2	89.9	0.0	105.2
O=C(O)c1cc(-c2ccc3c(c2)OCO3)nc2ccccc12	99.4	-12.2	100.2	100.9	104.0	99.6	1.0	98.2
COc1ccc(CNCCC(c2ccc(OC(C)C)cc2)c2ccccc2OC)cc1OC (stereo not drawn)	x	1.7	85.0	84.0	88.8	106.8	0.0	90.7
O=C(COC(=O)Cc1ccc(Cl)cc1)NCc1cccs1	99.9	10.9	99.5	101.8	96.1	90.1	0.0	101.1
CCOC(=O)c1nc(-c2ccccc2)oc1N1CCOCC1	107.6	1.8	109.5	100.2	98.8	108.7	10.0	102.2
CC(C)NS(=O)(=O)c1ccc(OCC(=O)NCc2ccco2)cc1	109.0	16.4	101.8	95.8	108.3	94.0	2.0	103.1
CCc1noc(C)c1C(=O)OCC(=O)Nc1cccc(C)c1	100.9	-3.3	98.8	99.0	103.1	106.7	1.0	104.9
O=C(Nc1ccc(Cl)cc1)[C@@H]1[C@@H]2C(=O)N(c3cccc(F)c3)C(=O)[C@@H]2[C@H]2C=CC=NN21	108.0	-4.7	99.3	104.8	103.9	105.6	0.0	100.9
Cn1nc(-c2ccccc2)c(C(=O)Nc2ccc(C(F)(F)F)cc2)c1Cl	97.2	6.8	97.6	93.7	97.2	141.7	0.0	96.5
COc1ccc(CCN2C(=O)CC(NNc3ccc([N+](=O)[O-])cc3)C2=O)cc1OC (stereo not drawn)	103.5	-9.3	90.3	104.3	111.9	115.6	0.0	93.8
CCCCNC(=O)c1c(CSc2ccc(Cl)cc2)noc1C(=O)NCCC	95.9	9.0	100.4	110.0	85.3	90.4	0.0	85.2
Cc1ncc(CO)c(/C=N/N=C/c2ccccc2O)c1O	105.0	-4.3	105.9	109.8	112.6	89.6	1.0	109.4
CCCN(CC(=O)Nc1ccccc1C)C(=O)c1ccc(COc2ccccc2)cc1	97.6	1.7	101.2	114.8	95.3	117.3	2.0	97.2

Another view of four compounds above.
canonical_smiles | LAP4 TOR yeast | VLA-4 inh | RPL19A TOR yeast | CIT2-GFP yeast | AGP1 TOR yeast | CR mimetic SO | GRK2 inh | MEP2 TOR yeast
Cn1nc(-c2ccccc2)c(C(=O)Nc2ccc(C(F)(F)F)cc2)c1Cl | 97.2 | 6.8 | 97.6 | 93.7 | 97.2 | 141.7 | 0.0 | 96.5
COc1ccc(CCN2C(=O)CC(NNc3ccc([N+](=O)[O-])cc3)C2=O)cc1OC (stereo not drawn) | 103.5 | -9.3 | 90.3 | 104.3 | 111.9 | 115.6 | 0.0 | 93.8
CCCCNC(=O)c1c(CSc2ccc(Cl)cc2)noc1C(=O)NCCC | 95.9 | 9.0 | 100.4 | 110.0 | 85.3 | 90.4 | 0.0 | 85.2
Cc1ncc(CO)c(/C=N/N=C/c2ccccc2O)c1O | 105.0 | -4.3 | 105.9 | 109.8 | 112.6 | 89.6 | 1.0 | 109.4

Next section
SMILES	LAP4 TOR yeast	VLA-4 inh	RPL19A TOR yeast	CIT2-GFP yeast	AGP1 TOR yeast	CR mimetic SO	GRK2 inh	MEP2 TOR yeast
O=C(CN1C(=O)CCC1=O)Nc1ccc(Br)cc1	94.6	9.3	104.0	110.6	107.0	94.4	0.0	103.2
CC(C)N(C(=O)CSc1nc2ccccc2n1Cc1ccccc1F)C(C)C	100.2	5.7	94.9	96.7	102.1	96.5	3.0	100.8
CC(CC(=O)N1CCN(c2ccccc2)CC1)S(=O)(=O)c1ccc2c(c1)NC(=O)CS2 (stereo not drawn)	96.7	20.8	96.6	98.1	95.8	99.0	0.0	105.9
CN(C)c1ccc(-c2nc3n(n2)C(c2cccnc2)C2=C(CC(C)(C)CC2=O)N3)cc1 (stereo not drawn)	107.7	-5.5	99.1	112.8	108.1	90.2	0.0	104.4
N/C(=N\OC(=O)CN1C(=O)c2ccccc2C1=O)c1ccc(Br)cc1	99.7	10.6	96.7	95.9	97.9	114.8	0.0	103.8
Cc1ccc(S(=O)(=O)Nc2nc3ccccc3nc2Nc2cccc(S(=O)(=O)N3CCCC3)c2)cc1	101.9	-37.0	102.8	103.6	103.3	100.4	0.0	108.5
CC(=O)c1cccc(OC(=O)c2ccc3c(=O)n4c(nc3c2)CCC4)c1	110.0	-4.2	93.8	85.9	84.3	84.6	2.0	93.7
O=C(c1ccccc1)c1ccc(N2CCN(C(=O)c3cccc(F)c3F)CC2)c(F)c1	82.0	22.8	105.6	93.6	91.1	102.0	0.0	93.0
O=C(CSc1ncn(-c2ccccc2)n1)N1CCc2ccccc21	110.8	4.5	94.5	90.0	97.4	89.7	0.0	103.1
Cc1ccc(-n2c(NN)nc3ccccc3c2=O)c(C)c1	88.0	14.8	100.7	102.3	97.4	97.0	2.0	104.4
CC(=O)Nc1ccccc1C(=O)C(=O)Nc1ccc(Cl)cc1	101.2	18.1	95.7	98.8	95.1	89.9	0.0	96.0
O=C(c1cccc(NS(=O)(=O)c2cccc(F)c2)c1)N1CCN(c2ccccc2)CC1	94.2	4.8	101.8	105.1	104.0	109.1	3.0	104.3
CC(C)CNC(=O)C(=O)NCc1ccccc1	94.0	7.8	112.8	111.2	110.1	96.6	0.0	109.8
Cc1ccc(-c2nn(CC(=O)Nc3cccnc3)c(=O)c3ccccc23)cc1	96.8	-0.7	99.4	102.0	99.9	92.7	6.0	99.2
COCCNC(=O)C1c2ccccc2C(=O)N(CCOC)C1c1ccc(F)cc1 (stereo not drawn)	101.9	-0.9	98.9	97.2	96.3	107.4	2.0	100.0
CC(=O)/C(=N\Nc1ccccc1Cl)Sc1cccc2cccnc12	105.5	4.8	96.2	91.4	97.7	115.7	0.0	96.8
CCOC(=O)c1ccc(NC(=O)c2nc(S(=O)(=O)Cc3ccccc3)ncc2Cl)cc1	91.2	17.2	99.8	93.1	99.4	93.5	0.0	98.7
Cc1cc(NC(=O)COC(=O)CCCOc2ccc(Cl)cc2C)no1	101.1	17.6	95.5	99.5	100.6	97.3	2.0	107.8
Cc1cc(C)cc(NC(=O)CCCCCN2C(=O)[C@@H]3Cc4ccccc4CN3C2=O)c1	u	12.8	94.3	123.6	98.3	97.4	0.0	106.8
Cc1ccc(C(=O)N/N=C\c2cccc(OC(=O)c3cccc(F)c3)c2)cn1	103.7	4.1	101.8	102.7	99.0	111.0	0.0	102.4
Cc1cc(NC(=O)c2ccc3nc(C)sc3c2)no1	105.0	-1.6	94.6	93.7	92.3	93.4	0.0	109.5
O=C(COc1cccc(F)c1)Oc1ccc(C(=O)c2ccccc2)cc1	99.7	-7.3	110.4	101.2	108.3	77.8	1.0	101.5

Screens (PubChem BioAssay)
